# MPTP block = blocks calcium-induced mitochondrial swelling; isolated mouse mitochondria, Ca2+ swelling absorbance, 30 min; inhibition, % at 10 µM; hit rate 1.4% among 360,000;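 active = inhibition of 50% or more, scaled per plate between neutral and stimulator controls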;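 note: 0% = DMSO wells given calcium and 100% = 1 mM EGTA wells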
# tim23-1 inh = inhibits growth of tim23-1 mutant yeast | hit rate 1.3% among 330,000 | inhibition, % at 20 µM | S. cerevisiae tim23-1 growth, BacTiter-Glo luminescence, 24 h;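 active = growth inhibition of the mutant yeast at or above 50%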;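 note: temperature-sensitive mutant grown at 25 °C; plate controls were DMSO-treated mutant yeast for no effect and medium wells lacking yeast for full effect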
# MIN6 prolif = induces beta-cell replication in MIN6 cells | MIN6 cells proliferation, ATPlite luminescence, 48 h; cells starved in 0.2% serum; 100% = growth in 10% serum | hit rate 0.29% among 330,000 | proliferation, % at 10 µM | AID 2380;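 active = compounds whose signal lies at least 3.5 SD above the mean of all wells on their plate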;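 note: 0% = DMSO-treated cells in low-serum medium and 100% = 10% serum control; some compounds called inactive have numbers as strong as hits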
# TIM10 inh = growth inhibitors of TIM10 yeast strain; S. cerevisiae TIM10 strain growth, BacTiter-Glo luminescence, 24 h; inhibition, % at 10 µM; hit rate 1.4% among 330,000; AID 463195;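 active = inhibition of 40% or more at the single tested concentration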;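 note: wild-type TIM10 isogenic control strain grown at permissive 25 °C; 0% = DMSO yeast wells and 100% = minimal medium wells without yeast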
# tim10-1 inh = tim10-1 yeast growth inhibition. S. cerevisiae tim10-1 ts strain growth, BacTiter-Glo, 24 h. hit rate 2.2% among 330,000. inhibition, % at 20 µM. AID 463190;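 active = inhibition of at least 40%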;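 note: mutant grown at 25 °C; 0% = DMSO wells with yeast and 100% = wells holding no yeast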
# APJ antag = APJ receptor antagonism; P35414; CHO-K1 APJ beta-arrestin complementation, luminescence; inhibition, % at 20 µM; hit rate 0.32% among 330,000;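 active = inhibition above about 40% at 20 µM, limit read from the data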;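 note: cells challenged with 10 nM apelin-13 agonist together with compound; plate controls were apelin-13 plus DMSO wells for no effect and DMSO wells lacking apelin-13 for full effect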
# Target sequence (P35414 whole entry, looked up): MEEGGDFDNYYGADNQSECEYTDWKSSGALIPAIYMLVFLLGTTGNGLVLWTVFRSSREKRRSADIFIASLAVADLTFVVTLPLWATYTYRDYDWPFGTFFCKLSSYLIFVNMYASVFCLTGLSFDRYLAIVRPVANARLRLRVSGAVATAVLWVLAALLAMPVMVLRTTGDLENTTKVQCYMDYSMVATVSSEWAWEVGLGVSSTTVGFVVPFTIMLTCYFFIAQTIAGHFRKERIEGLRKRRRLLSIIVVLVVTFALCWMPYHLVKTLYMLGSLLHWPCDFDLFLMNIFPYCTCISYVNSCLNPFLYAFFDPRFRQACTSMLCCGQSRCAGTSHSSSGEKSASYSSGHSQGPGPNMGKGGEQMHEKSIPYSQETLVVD
# NLRP3 yeast inh = inhibitors of NALP3 inflammasome in yeast; Yeast reconstituted NLRP3/ASC/caspase-1, beta-gal luminescence, 24 h; inhibition, % at 10 µM; hit rate 0.39% among 330,000;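 active = inhibition of 50% or more; inactive = inhibition below 50%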;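 note: plate controls were induced DMSO wells for no effect and uninduced yeast grown without galactose for full effect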
# APJ ag = agonists of human APJ apelin receptor; activation, % at 20 µM; CHO-K1 APJ PathHunter beta-arrestin, luminescence; 0% DMSO wells, 100% apelin; hit rate 0.11% among 330,000;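 active = activation more than six SD over the plate average, tested at 20 µM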;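 note: 0% = DMSO alone and 100% = apelin-13 at 10 nM; some results filed as inactive read as strong as hits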
#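 assay system = CHO-K1 APJ beta-arrestin complementation cell line | input = cell density 1000 per well | dosing = compound 20 µM once, DMSO 1% | timing = compound 90 min 25 °C, reagent 1 h | measured by = luminescence from split beta-galactosidase complementation, Galacton Star/Emerald II substrate | read-out basis = APJ agonist activity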
# GRIN3A LBD mod = NR3A (human) ligand-binding domain modulation. NR3A LBD differential scanning fluorimetry, Tm shift; 0% = protein alone, 100% = glycine-bound protein. Tm shift relative to glycine control, % at 25 µM. hit rate 2.5% among 340,000. AID 1259313;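 active = melting temperature shift of at least 10% of the positive control shift, at one fixed dose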
# * hit, by the source's call; . = no result given; & = joins results of further samples.
smiles	MPTP block	tim23-1 inh	MIN6 prolif	TIM10 inh	tim10-1 inh	APJ antag	NLRP3 yeast inh	APJ ag	GRIN3A LBD mod
CCOC(=O)c1c(-c2ccc(F)cc2)csc1NC(=O)CCN1C(=O)c2ccccc2C1=O	0.7	24	0	11	18	4	9	0	2
COc1ccc(OC)c(N2C(=O)CC(Cc3ccc(Cl)cc3)C2=O)c1 (centres undefined)	-3.2	22	-2	7	29	18	-15	-1	2
CC(=O)/C=C(/C)NC(Cc1c[nH]c2ccccc12)C(=O)O (centres undefined)	-3.2&-3.8	4&-6	-2&2	7&-11	6&-16	9&-18	-2&10	1&-4	-1&0
Cc1cccc(NC(=O)CN2CCN(C(=O)c3ccc(OCc4cn5ccccc5n4)cc3)CC2)c1C	-0.3	9	-2	12	2	-22	14	-1	1
CCn1cnc2sc(C(=O)N3CCN(c4ccc(OC)cc4)CC3)c(C)c2c1=O	0.0	21	-2	11	11	-1	22	2	8
COc1ccc(CNC(=O)CN(Cc2ccccc2)S(=O)(=O)c2ccc(Cl)cc2)cc1	1.8	37	-4	22	31	-1	-7	-3	4
COc1ccccc1CNC(=O)c1ccc(NC2=NC3CS(=O)(=O)CC3S2)cc1 (centres undefined)	-1.9	-7	-1	5	-6	-6	16	6	0
CCOC(=O)N1CCN(Cc2ccc(OCC(O)CN3CCCCC3)cc2)CC1 (centres undefined)	-1.9	5	-3	-17	3	18	12	-2	-2
CC(C)c1nnc(NC(=O)COc2ccc3c(c2)OCO3)s1	0.6	9	-2	3	-16	-27	16	-3	0
CCn1c(SCc2cc(=O)n3ccsc3n2)nc2ccccc21	6.6	19	1	10	17	-8	16	-3	1
O=C(CCNC(=O)c1ccc(Br)cc1)Nc1ccccc1N1CCCC1	-1.5	3	4	-26	14	-47	10	-8	0
CCOC(=O)N1CCN(C(=O)Cn2nc(C)n3nc(-c4ccc(OC)cc4)cc3c2=O)CC1	-0.2	-5	1	2	10	7	17	-3	1

# The list goes on.
smiles	MPTP block	tim23-1 inh	MIN6 prolif	TIM10 inh	tim10-1 inh	APJ antag	NLRP3 yeast inh	APJ ag	GRIN3A LBD mod
CCOC(CNC(=O)c1ccc2nc(N3CCC(C)CC3)sc2c1)OCC	1.4	17	-2	-30	12	5	17	-6	3
O=C(O)c1ccccc1-c1ccccc1C(=O)Nc1ccc(-c2nc3cc(Cl)ccc3o2)cc1	8.2	34	-5	4	7	-23	13	-4	-2
O=C(c1ccc(Cl)c([N+](=O)[O-])c1)N(Cc1ccco1)C1CCS(=O)(=O)C1 (centres undefined)	-0.7	-8	-6	-3	-2	-5	4	4	-1
CCOC(=O)CN1C(=O)C(=O)N(Cc2c(C)cc(C)cc2C)C1=O	0.1	-7	-2	-11	0	-13	6	-4	0
CCOCCCNC(=O)Cc1ccc(F)cc1	.	3	-3	-2	2	9	15	-4	.
CSCC[C@H](N)C(=O)N1CCC(C(=O)N[C@H](C)C(=O)Nc2ccc(C(C)C)cc2)CC1	-1.3	22	-3	4	19	-10	-1	-4	1
COc1ccc(C(=O)c2c[nH]c(C(=O)NCC3CCCO3)c2)cc1 (centres undefined)	-2.8	24	-4	0	29	-18	5	2	2
CCCNC(=O)COC(=O)/C(C#N)=C/c1cc(C)n(CCC)c1C	0.9	-10	1	-4	8	-5	5	0	-2
COc1ccc(-c2nnn(CC(=O)c3ccccc3)n2)cc1OC	-1.4	2	-2	-3	-16	4	7	-3	-3
Cc1cc(C2=NNC(=NCCc3ccccc3)SC2)c(C)n1-c1c(C)n(C)n(-c2ccccc2)c1=O	0.4	-2	-1	-11	8	-14	5	-4	-2
CCOC(=O)C(=O)N=Nc1c(O)n(C)c2ccccc12	3.9	0	-1	2	-3	3	20	1	1
COc1cc(CCCN2C(N)=NC[C@@H]2Cc2ccc(O)cc2)cc(OC)c1OC	1.2	15	-2	10	1	-10	7	-8	-2

# More entries
smiles	MPTP block	tim23-1 inh	MIN6 prolif	TIM10 inh	tim10-1 inh	APJ antag	NLRP3 yeast inh	APJ ag	GRIN3A LBD mod
CSc1ccccc1C(=O)Nc1cccc(C(C)O)c1 (centres undefined)	-1.8	-14	-4	-15	-13	3	5	-4	2
COc1ccc(CCC(C)NCc2ccc(C(F)(F)F)cc2)cc1 (centres undefined)	3.3	7	-5	-20	11	-7	16	-4	0
Cc1cccc(C)c1NC(=S)N(Cc1cccnc1)Cc1ccccc1Cl	-3.4	22	-3	6	29	0	15	0	1
CC(C)CCNC(=O)CCSCCC(=O)NCCC(C)C	0.4	-1	0	1	6	20	12	-1	4
COc1ccc(OC)c(NC(=O)CCN2CCC(C)CC2)c1	-2.2	1	1	0	-14	-9	12	2	2
CCCNc1c(NC(=O)COc2ccc(Cl)cc2)c(=O)oc2ccccc12	-1.8	19	-4	1	17	3	7	1	0
CC(C)c1ccc(NC(=O)C(c2ccccc2)N(Cc2ccco2)C(=O)CC2NC(=O)NC2=O)cc1 (centres undefined)	-0.3	17	2	17	20	6	19	0	1
Cc1ccc2c(c1)/C(=C/c1ccccc1C)C(=O)N2	0.9	53*	-5	30	37	12	-9	-4	-1
COC(=O)c1sc(S(=O)(=O)NCCCN(C)C)c(C(=O)OC)c1C	4.8	-11	0	9	7	4	-1	-3	0
OCc1cc(Br)ccc1OCc1nc2ccccc2s1	3.0	3	2	13	10	10	23	0	-5
CC(CCn1cccn1)NC(=O)CCc1nnc(CCc2ccccc2)o1 (centres undefined)	2.3	4	-1	-19	5	13	-2	-3	-3
Cc1oc(S(=O)(=O)N(C)C)cc1C(=O)Nc1ccc(F)cc1	0.0	8	-1	2	-20	15	15	0	1

# (list continues)
smiles	MPTP block	tim23-1 inh	MIN6 prolif	TIM10 inh	tim10-1 inh	APJ antag	NLRP3 yeast inh	APJ ag	GRIN3A LBD mod
CCn1c(=O)c2cc(C(=O)N(C)c3cc(C)ccc3OC)sc2c2ccccc21	3.4	38	-3	3	13	13	5	-5	-1
Cc1ccccc1OCCC(=O)N1CCN(S(=O)(=O)c2ccc(F)cc2)CC1	0.2	3	1	5	14	7	-3	5	-3
CNC(=O)c1ccsc1NC(=O)c1ccc(S(=O)(=O)N2CCc3ccccc32)cc1	0.6	27	-1	20	23	1	-11	5	-4
Cc1cc(NC(=O)CSc2nnc(-c3cccs3)n2N)no1	0.4	-3	1	6	14	0	-11	2	1
CCn1c2ccccc2c2cc(NC(=O)c3ccco3)ccc21	3.6	42	0	6	26	3	22	0	-18
O=C(C1CC1)N1N=C(C2CCCCC2)CC1(O)C(F)(F)F (centres undefined)	0.6	11	-2	13	13	-13	-4	-3	5
O=C1C(C2=NC(c3ccccn3)C3C(=O)N(c4ccc(OC(F)(F)F)cc4)C(=O)C23)=C(O)c2ccccc21 (centres undefined)	6.8	-6	-1	9	6	17	7	5	3
COc1cccc(CN(C(=O)c2ccccc2Br)C2CCS(=O)(=O)C2)c1 (centres undefined)	-0.1	10	2	1	2	11	0	-2	1
CCN(C(=O)CSc1nnc(-c2c[nH]c3ccccc23)o1)C1CCS(=O)(=O)C1 (centres undefined)	1.1	18	-5	9	1	0	16	-2	-3
Cc1cc(-c2ccccc2)nc(N/N=C/c2cccnc2)n1	0.2	7	-2	20	6	7	13	-3	-2
COc1ccc(CN2C(=O)C(=O)N(CC(N)=O)C2=O)cc1	-0.2	-4	-3	10	-10	4	10	-2	0
COc1cccc(CN(C)CC2CCCN(CCc3ccc(Cl)cc3)C2)c1OC (centres undefined)	8.2	-44	-3	-18	-22	-1	23	-6	-2

# The listing continues:
smiles	MPTP block	tim23-1 inh	MIN6 prolif	TIM10 inh	tim10-1 inh	APJ antag	NLRP3 yeast inh	APJ ag	GRIN3A LBD mod
CCOc1ccc(-n2cc(-c3ccccc3)c3c(=S)nc[nH]c32)cc1	0.4	64*	-8	45*	70*	12	-14	-3	-9
COc1cccc(NC(=O)c2ccc3c(O)c(S(=O)(=O)c4ccccc4)c(=O)[nH]c3c2)c1	-2.5	1	4	4	-10	10	8	-1	-4
Cc1ccc(-c2ocnc2C(=O)Nc2ccccc2NC(=O)c2ccccn2)cc1	0.8	32	-2	7	21	-1	8	0	-2
CC(C)CCN=Cc1c(O)n(-c2ccccc2)c(=O)c2ccccc12	0.9	33	-3	-6	34	3	15	-3	-1
N#Cc1ccc(NC(=O)COC(=O)c2cccnc2Cl)cc1	0.7	-10	0	-1	-23	-4	13	-1	4
CC(C)=CCc1c(-c2ccc(O)cc2O)oc2cc3c(c(O)c2c1=O)C=CC(C)(C)O3	.	35	-6	17	3	-95	18	4	31*
C=C[C@@H]1c2ccccc2N(S(=O)(=O)c2ccc(C)cc2)[C@H](c2ccc(C(=O)OC)cc2)C1(C#N)C#N	1.0	9	-5	6	4	11	-90	-3	2
O=C(CN1CCCC1=O)NC1(C(F)(F)F)NC(=O)N(Cc2ccccc2)C1=O (centres undefined)	-0.8	7	-3	-7	-3	-15	9	-1	1
COc1ccc(Br)cc1CN(C)CC(=O)Nc1ccccc1Cl	-0.6	21	0	6	11	-1	11	1	0
Cc1nn(C)c(C)c1NC(=S)Nc1ccc(S(=O)(=O)Nc2ncccn2)cc1	-1.8	-2	1	13	-10	14	-4	-3	2
Cc1ccc(-n2nnnc2SCC(=O)N2CCc3ccccc3C2)c(C)c1	-2.5	42	-1	6	44*	7	50	1	0
COc1cccc(C2NC(=O)c3sc(=S)n(-c4ccccc4)c3N2)c1 (centres undefined)	-1.2	1	-1	11	15	12	2	-2	-6

# (more compounds)
smiles	MPTP block	tim23-1 inh	MIN6 prolif	TIM10 inh	tim10-1 inh	APJ antag	NLRP3 yeast inh	APJ ag	GRIN3A LBD mod
CCOC(=O)Cc1csc(NC(=O)CSc2nc(C)cc(C)n2)n1	0.5	14	0	-2	11	-1	12	-4	2
O=C(CCl)N1CCN(CC(=O)N2CCCC2)CC1	4.4	-2	0	-13	11	18	11	-2	-1
O=C1CCCN1c1ncc(S(=O)(=O)c2ccc([N+](=O)[O-])cc2)s1	-3.1	9	-3	4	19	-106	4	3	1
CCN(CC(=O)NCc1ccc(Cl)cc1)C(=O)c1cc(OC)cc(OC)c1	-0.7	11	0	-1	15	4	-2	-2	-1
O=C(c1ccco1)N1CCN(Cc2cc(=O)c(OCc3c(F)cccc3Cl)co2)CC1	-2.5	16	-1	-2	11	-5	3	-3	-1
O=C(CSc1nnc(-c2ccc(Cl)cc2)o1)N1CCOCC1	-0.4	12	-2	-4	19	-2	11	-3	1
O=C(NCC(=O)N1CCCC(C(F)(F)F)C1)c1ccc(Br)o1 (centres undefined)	-1.2	6	1	13	-3	7	1	-3	2
Nc1nc(SCC(=O)C23CC4CC(CC(C4)C2)C3)n[nH]1	-0.9	10	-4	6	12	14	-12	-2	7
CN(C(=O)COC(=O)CN1C(=O)c2cccc([N+](=O)[O-])c2C1=O)c1ccccc1	0.3	-1	-3	0	-8	-3	18	-5	-1
CCOC(=O)c1cc(CC)sc1NC(=O)COC(=O)c1cnccn1	-0.8	21	-5	2	9	15	14	2	0
NS(=O)(=O)c1ccc(CCNC(=O)COC(=O)Cc2ccc([N+](=O)[O-])cc2)cc1	1.8	5	-1	-8	10	-29	-1	-1	1
CC(C)(C)OC(=O)NCCCCCc1nnc(SCc2cccc(F)c2)o1	11	7	1	20	7	20	35	-3	1
Cc1cc(C)c2c3c(sc2n1)C(=O)N(Cc1ccccc1)CC(=O)N3	0.1	6	-3	-10	-1	-5	6	-1	1
C=C1CC(C(=O)N/N=C/c2ccccc2)C1	-0.3	9	1	5	12	-38	20	1	9
COc1cc(/C=N/NC(=O)C(=O)NCc2ccco2)ccc1O	-1.0	12	-3	7	16	0	-37	0	2

# Source: PubChem BioAssay
